High-throughput results from PubChem.
A-T KAP1 phos – potential ataxia-telangiectasia treatment. […] A-T fibroblasts, KAP-1 phosphorylation AlphaLISA; neocarzinostatin DNA damage 30 min before lysis. Potency, µM (titrated, usually from 57.5 µM), without a hit: at the highest dose activation, actives largely listed as activators. hit rate 0.19% among 320,000. AID 485349; note: potency is the fitted concentration of half-maximal effect; % of control where 0% means no effect; nearly all actives have a fitted effect of over 45% in size
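hTERT-immortalized A-T patient fibroblasts ([…]), 500 cells/well in OPTI-MEM, 1% FBS, got compounds for 60 min, then NCS for 30 min at 37C. Lysates were then assayed for phospho-KAP-1 by AlphaLISA (anti-pKAP1 donor, anti-KAP1 acceptor beads), 6 hr at 25C.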
TRPV1 agonist – human TRPV1 agonism; Q8NER1; TRPV1-expressing cells, Fluo-8 calcium influx, agonist mode; activation, % at 8.33 µM; hit rate 0.19% among 320,000; in the data active = activation above about 80%; inconclusive = between about 30% and that limit; note: 0% is about no effect
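TRPV1-expressing cells were cultured overnight at 35.5C and loaded with Fluo-8 calcium dye for 40 to 90 min at room temperature. After a 10 s baseline, compound was added and calcium influx was read kinetically for 3 min (ex 480/em 520 nm).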
ELG1 repair inh – blocks ELG1-dependent DNA repair in HEK293T cells; hit rate 2.3% among 330,000; Potency, µM (titrated, usually from 46.1 µM), without a hit: at the top dose activity change, negative = inhibition, hits mostly inhibitors; HEK293T ELG1-luciferase reporter, luminescence, 16 h; DNA damage induced by 5-fluorouridine; note: potency is the fitted concentration of half-maximal effect; % is set by controls: 0 for no effect and ±100 for the full control effect; nearly all actives have a fitted effect of over 55% in size
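Reporter activity after DNA damage by 5-fluorouridine is monitored. Compound-treated cells incubate 16 hr at 37 °C, then ONE-Glo is added for 30 min before luminescence reading.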
p53 reactivation – re-activators of mutant p53 | H1299 p53-A138V BP100-luciferase reporter, luminescence, 24 h | Potency, µM (doses to about 92.2 µM), for inactives: at the top dose activity change, positive = activation, most hits filed as activators | hit rate 0.063% among 320,000 | AID 504706; note: potency is the fitted concentration of half-maximal effect; % of control where 0% means no effect; nearly all actives have a fitted effect of over 45% in size
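H1299 (p53-null), stable ts p53-A138V + BP100-Luc; 1000 cells/well, Opti-MEM/10% FBS; cpd 4 pt, 1:5; 24 h, 37 deg C, 5% CO2; detection reagent 10 min RT; luminescence.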
B2AR arrestin – recruits beta-arrestin to the human beta2-adrenergic receptor; P07550; beta-arrestin recruitment to beta2AR, cell-based reporter; Potency, µM (doses to about 46.1 µM), inactives show at the highest dose activation, usual class: activators; hit rate 0.02% among 330,000; AID 492947;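 note: potency is the fitted concentration of half-maximal effect; 0% = DMSO controls and full agonism = EC100 isoproterenol or metaproterenol; nearly all actives have a fitted effect of over 65% in size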
Target sequence (P07550 whole entry, looked up): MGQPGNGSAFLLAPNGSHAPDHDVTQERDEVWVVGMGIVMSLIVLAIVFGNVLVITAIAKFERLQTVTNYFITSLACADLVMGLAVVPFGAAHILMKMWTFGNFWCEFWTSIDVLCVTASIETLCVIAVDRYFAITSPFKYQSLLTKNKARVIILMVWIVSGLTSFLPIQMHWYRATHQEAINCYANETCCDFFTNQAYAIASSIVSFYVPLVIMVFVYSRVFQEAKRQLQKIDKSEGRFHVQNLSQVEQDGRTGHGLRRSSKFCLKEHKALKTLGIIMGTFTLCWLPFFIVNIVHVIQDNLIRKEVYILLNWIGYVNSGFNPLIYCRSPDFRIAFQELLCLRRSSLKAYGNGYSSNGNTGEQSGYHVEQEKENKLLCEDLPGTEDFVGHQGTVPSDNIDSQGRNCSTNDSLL
a7 integrin act – activates integrin-mediated alleviation for muscular dystrophy | Potency, µM (titrated, usually from 38.3 µM), without a hit: at the highest dose activation, hits mostly activators | hit rate 0.064% among 350,000 | AID 624291 | alpha7betagal myoblasts, beta-gal FDG fluorescence, 48 h;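 note: potency is the fitted concentration of half-maximal effect; 100% = response of the positive control SU9516; nearly all actives have a fitted effect of over 60% in size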
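Alpha7betagal+/- myoblasts (passage 13) were plated 16-24 hr, then exposed to compounds (1:260 dilution of DMSO stock) for 48 hours at 37C. After MPER lysis, β-galactosidase reporter activity was read as FDG fluorescence (ex 480/em 540) after 30 minutes.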
TCR act – activates T cell receptor signaling; AID 504894; 330,000 tested, under 10 active; primary human leukocytes, anti-CD3, IL-2 HTRF, 48 h; Potency, µM (titrated, usually from 9.22 µM), inactives show at the top dose activation of IL-2 secretion, actives largely listed as activators; note: % of control where 0% means no effect
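TCR engagement came from a-CD3 beads alone, with compounds added to primary human leukocytes for 48 hr. Secreted IL-2 bridged europium cryptate- and d2-labelled anti-IL-2 antibodies, giving FRET emission at 665nm after 320nm excitation.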
BRCA1 expr up – activators of BRCA1 expression. MCF7-BRCA1-FFLuc reporter, luminescence, 48 h; response scale: scaled: vehicle 0%, 10 µM genistein 100%. Potency, µM (titrated, usually from 46.1 µM), for the others: at the top dose activation, most hits filed as activators. hit rate 1.1% among 380,000; note: potency is the fitted concentration of half-maximal effect; nearly all actives have a fitted effect of over 80% in size; some results filed as inactive show a strong effect at the top dose
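Quantitative HTS in MCF7 cells stably reporting BRCA1 expression via firefly luciferase. Compound treatment lasts 48 h at 37 °C in phenol-red free MEM. Activation is expressed relative to genistein at 10 microM and DMSO.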
PTAP TSG101 blk – blocks PTAP/TSG101 interaction to inhibit HIV-1 budding. Fluorescence polarization, FITC-PTAP peptide / Tsg101 binding. Potency, µM (series often up to 115 µM), for inactives: at the top dose activity change, negative = inhibition, usual class: inhibitors. 340,000 tested, under 10 active; active = well fitted inhibition curve with a large enough effect in the main read-out, with a control signal flat, not every such curve was filed as active; inconclusive = small, poorly fitted or top-dose-only effect, or effect the other way, or a change in a side signal; inactive = no such curve, though single readings can be large or run the other way; note: potency is the fitted concentration of half-maximal effect; % of control where 0% means no effect
Target sequence (Q99816 whole entry, looked up): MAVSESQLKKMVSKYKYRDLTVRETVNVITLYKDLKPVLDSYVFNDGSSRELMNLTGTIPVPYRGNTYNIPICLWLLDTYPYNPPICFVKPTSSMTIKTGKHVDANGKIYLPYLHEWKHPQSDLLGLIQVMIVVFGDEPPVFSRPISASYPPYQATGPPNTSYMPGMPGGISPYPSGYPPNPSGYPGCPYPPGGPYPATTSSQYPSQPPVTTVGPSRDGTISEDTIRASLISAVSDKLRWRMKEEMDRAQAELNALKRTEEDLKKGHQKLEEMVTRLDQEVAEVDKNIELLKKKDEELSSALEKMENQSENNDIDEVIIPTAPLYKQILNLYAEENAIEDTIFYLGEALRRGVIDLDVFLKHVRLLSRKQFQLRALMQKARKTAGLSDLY
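Steps: Tsg101 binding domain dispensed (10 uM final), compounds pinned in DMSO, FITC-labeled PTAP-motif peptide added (50 nM final); after 20 min binding at room temperature, polarization measured.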
MLL CXXC-DNA inh – MLL CXXC-DNA interaction inhibition. Q03164. AID 2662. hit rate 0.037% among 290,000. MLL-CXXC / FITC-HOXA9 DNA fluorescence polarization. Potency, µM (series often up to 115 µM), without a hit: at the top dose activity change, negative = inhibition, hits mostly inhibitors; active = well fitted inhibition curve with a large enough effect in the polarisation, with a control signal flat, not every such curve was filed as active; inconclusive = small, poorly fitted or top-dose-only effect, or effect the other way, or a change in a side signal; inactive = no such curve, though single readings can be large or run the other way; the % refers to the polarisation; note: potency is the fitted concentration of half-maximal effect
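Steps: dispense CXXC domain solution (7 uM) → pin compounds or unlabeled HOX-A9 DNA control → 5 min ambient → add FLSN-HOX-A9 solution (50 nM) → spin → 30 min ambient → fluorescence polarization. Tris pH 7.5/NaCl/DTT/BSA buffer.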
Numbers without * were called inactive; ? = inconclusive; . = not tested or not shown; [ ] = dose if it differs, or a comment. Unless noted, calls come from the whole dose curve; as a rule, active = well fitted curve in the direction sought with a large enough effect; inconclusive = small, poorly fitted or top-dose-only effect, or another doubt; inactive = no such curve, though single readings can be large; an effect the other way counts as inactive or inconclusive. Compounds were not picked by outcome; any-hit rate near 3.8%.

smiles | A-T KAP1 phos | TRPV1 agonist | ELG1 repair inh | p53 reactivation | B2AR arrestin | a7 integrin act | TCR act | BRCA1 expr up | PTAP TSG101 blk | MLL CXXC-DNA inh
CN1CCN(/N=C/c2nc(-c3ccccc3Cl)n3ccccc23)CC1 | -4% | 3 | 15% | -13% | -0.8% | 28% | 12%[46.1 µM] | 14% | -1% | 5%
CCOC(=O)c1c(NC(=O)COc2ncnc3ccccc23)sc(C)c1CC | 3% | 0 | -28% | -9% | -1.1% | -11% | 0%[46.1 µM] | -36% | 0% | -2%
O=Nc1ccc(NOC(=O)c2ccc(Br)cc2)cc1 | -4% | -1 | 3% | 3% | -0.7% | . | . | . | . | 62%[activator]
O=C1CC(Sc2ncn[nH]2)C(=O)N1c1ccccc1 (centres undefined) | -2% | 4 | -8% | 7% | 0.0% | -11% | -1% | 0% | 2% | 16%
COc1ccc(C(CNC(=O)c2ccc(C)c(S(=O)(=O)N3CCOCC3)c2)N2CCCC2)cc1 (centres undefined) | . | . | . | . | . | -55%[inhibitor] | -6% | -19% | -5% | .
COc1ccccc1/C=N/NC(=O)CSc1cc(C)nc2ccccc12 | -4% | 11 | -8% | 0% | -0.1% | -6% | 1% | -23% | -4% | -11%
CCC(C)(C)NC(=O)c1cccc(NC(=O)C(C)C)c1 | 6% | -1 | 2% | 0% | -0.5% | 1% | -4% | -4% | -1% | 1%
CN(C(=O)Cn1cnc2ccccc2c1=O)C1CCS(=O)(=O)C1 (centres undefined) | 4% | 0 | 24% | 3% | -0.2% | 1% | 3% | -8% | 1% | .
Cc1cccc(N(CC(=O)NCCSCc2ccco2)S(=O)(=O)c2ccccc2)c1 | -2% | 18 | -13% | 3% | 0.1% | -19% | 6% | -32% | -1% | 14%
O=C(Nc1ccc(Cl)c([N+](=O)[O-])c1)C(NCCCO)c1ccccc1 (centres undefined) | 0% | 12 | 2% | -1% | -0.5% | -20% | -2%[46.1 µM] | -6% | -6% | 6%
CCOC(=O)c1[nH]c2ccc(OC)cc2c1NC(=S)N1CCN(c2ccccc2OC)CC1 | 7% | -3 | 7.3µM* | 13% | 5.7% | -27% | -3%[46.1 µM] | -59% | -2% | 0%
Cc1ccc(SCCNS(C)(=O)=O)cc1 | -2% | 2 | 9% | 4% | -0.1% | -3% | 5% | 4% | -1% | 10%
COc1ccc2cc3cc(C(=O)NCCCN4CCc5ccccc5C4)sc3nc2c1 | 2% | 0 | ? | ? | -0.6% | -14% | 5%[46.1 µM] | 7.1µM* | 3% | 9%
O=C([C@@H]1CC=C[C@@H]2CCN(C3CCCCC3)C(=O)[C@@H]21)N1CCN(c2ccccc2)CC1 | . | . | . | . | . | 14% | 1% | -12% | -5% | .
COCCn1cnc2c1c(=O)n(Cc1c(F)cccc1Cl)c(=O)n2Cc1ccccc1 | 1% | 11 | 12% | -4% | 0.0% | 1% | 0% | -25% | -5% | 2%
CCOC(=O)N/N=C\c1ccc(C)s1 | 8% | -3 | ? | ? | -1.3% | 3% | -6% | 88% | 5% | 15%
CC1=CS(=O)(=O)CC1Sc1nc(C)n[nH]1 (centres undefined) | -8% | -1 | -6% | 1% | 3.7% | 0% | 0% | 0% | -5% | -5%
C/C(=N\Nc1ccccn1)c1ccc(C(C)C)cc1 | 0% | ? | ? | 17% | 13% | ? | 0% | ? | -3% | -3%
COCCN(CCOC)c1nc(-c2ccccc2)nc2ccccc12 | 11% | 18 | 26µM* | 1% | -0.6% | -4% | -5% | -11% | -6% | -30%
Cc1ccccc1C(=O)NC(=S)Nc1ccccc1C(F)(F)F | -1% | ? | -17% | 7% | -0.4% | -18% | -2% | -25% | 1% | -3%
CCCc1[nH]nc2c1C1(CCOC1C)C(C#N)=C(N)O2 (centres undefined) | -4% | 3 | -16% | 0% | 0.6% | 7% | -5% | -14% | -6% | 2%
CCc1nc2ccccc2c(C(=O)OCC(=O)NC2CCCC2)c1C | 6% | . | ? | -8% | 0.5% | 8% | -1% | -10% | 2% | .
CCC(C)NC(=O)C1CC(c2cccc(OC)c2)=NO1 (centres undefined) | 5% | 0 | 1% | -10% | -0.6% | 11%[7.66 µM] | 0% | 8% | -9% | 1%
COc1cccc(C(c2nnnn2Cc2ccco2)N2CCN(Cc3ccccc3)CC2)c1OC (centres undefined) | 1% | 9 | 1% | -1% | -0.6% | 25% | . | -24% | -1% | -3%
CCc1nnc(NC(=O)CN2CC(C)OC(C)C2)s1 (centres undefined) | 4% | 4 | 1% | . | -0.4% | 5% | 5% | -4% | 0% | 4%
O=C(Nc1cc(Sc2ccccn2)cc([N+](=O)[O-])c1)c1cccc(Cl)c1 | . | -1 | 6.5µM* | 11% | 0.0% | -36% | 0%[46.1 µM] | -85%[inhibitor] | 0% | -7%
Cc1csc(=Nc2ccccc2)n1Cc1ccco1 | -3% | -8 | 22% | 0% | -0.7% | 18% | 3% | -2% | -1% | -2%
O=C(c1ccccc1)C1(c2ccccc2)OC1c1ccccc1 (centres undefined) | . | . | . | . | . | 20% | -4% | -21% | 0% | .
O=C(NC1CC1)[C@@H]1CSC2c3ccccc3C(=O)N21 (some centres undefined) | -3% | 0 | 11% | -2% | -0.1% | 14% | 16% | 9% | -4% | 28%
O=C(NCc1ccco1)[C@@H]1CCCN1C(=O)c1cccs1 | -5% | 1 | 0% | 1% | 0.1% | 0% | -18% | 28% | -9% | 3%
Cc1ccc(S(=O)(=O)N2[C@@H](c3ccccc3F)C(C(=O)O)=CC[C@H]2c2cccc(Cl)c2)cc1 | 6% | -4 | -2% | 8% | 0.5% | 9% | 1% | -15% | -3% | .
COc1ccc(NC(C)=O)cc1NC(=O)c1ccc(C#N)cc1 | -2% | 0 | 8% | 0% | -0.1% | 10% | 2% | -1% | 0% | 5%
O=S(=O)(Nc1ccc(Cc2ccncc2)cc1)c1ccc(Br)s1 | 1% | -3 | -3% | 0% | -1.1% | 20% | 0% | -27% | -5% | -1%
CC(C)CC(O)C1CCN(C(=O)CCc2nnc(-c3ccc4c(c3)OCO4)o2)CC1 (centres undefined) | 8% | 0 | -3% | 10% | 0.2% | -7% | -6% | -24% | -1% | 17%
CCCCCCCCN1[C@@H](CC(=O)O)c2cc(C(F)(F)F)ccc2S1(=O)=O | . | . | . | . | . | -3% | -2% | 1% | 2% | .
COc1ccc(C(=O)O/N=C(\N)c2ccccn2)cc1[N+](=O)[O-] | 3% | 4 | ? | -6% | -0.1% | 13% | . | ? | -3% | 1%
COc1ccc(CCNC(=O)CN2C(=O)C3(OCCCO3)c3ccccc32)cc1OC | 7% | 0 | -30% | 4% | 0.0% | -28% | 11% | 0% | -3% | -8%
CN(C(=O)Nc1ccc(S(=O)(=O)N(C)C)cc1)C1CCCCC1 | -8% | 10 | ? | 16% | -0.8% | -12% | -2% | 32% | -10% | ?
CC[C@H](C)[C@H](NC(N)=O)C(=O)Nc1ccc(OC)c(Cl)c1 | 2% | 0 | 24% | -3% | 0.0% | -1% | 0% | -9% | -7% | 1%
Cc1ccc(C(=O)ONC(=O)c2ccc(Cl)cc2)cc1[N+](=O)[O-] | 8% | 3 | -12% | 9% | -0.3% | ? | 0% | -5% | 2% | 11%
CC(C)=NNc1nc(-c2ccccc2)c(C)s1 | 6% | 1 | -7% | -4% | 0.5% | 35% | 13% | -19% | 1% | -7%
CCCCN(CCCC)c1ccc(C(=O)c2ccccc2C(=O)O)c(O)c1 | -5% | 24 | 2% | -1% | 0.2% | -14% | 5% | -13% | -18% | -22%
O=C(Nc1ccccc1C(=O)O)c1cc(S(=O)(=O)N2CCOCC2)cs1 | -3% | -2 | 20% | 3% | -0.2% | 19% | 9% | 19% | -2% | 16%
CCOC(=O)Cc1nnc(Nc2cccc(O)c2)c2ccccc12 | -2% | 8 | -8% | 0% | -0.2% | 28% | 1% | 2% | -2% | -3%
O=C(COc1ccccc1)N1CCN(C(=O)Cc2ccccc2)CC1 | 3% | 5 | -3% | 0% | 0.0% | 21% | -50% | -1% | -1% | -6%
COc1cc2c(cc1OC)-c1cc(N3CCc4ccccc43)nc(=O)n1CC2 | 1% | 0 | ? | -3% | -0.7% | -5% | -7% | -8% | -5% | 23%
CCCCCC(=O)Nc1ccc(S(=O)(=O)Nc2nccnc2OC)cc1 | 0% | 0 | 7% | -5% | -0.1% | -34% | 0% | -20% | -7% | -19%
CCOc1cc(N2CCOCC2)c(OCC)cc1NC(=O)Cc1ccccc1OC | 3% | 12 | ? | -5% | -0.3% | -14% | 3% | -65% | 0% | -7%
Cc1cc(CN2CCCC(CNC(=O)c3ccc(F)cc3)C2)cc(C)c1O (centres undefined) | 1% | 0 | 6% | -3% | -0.1% | -24% | 3% | 1% | -6% | 14%
N#CC(C(=O)NC1CC1)c1nc2ccccc2nc1N1CCCC1 (centres undefined) | -7% | ? | ? | -21% | -0.4% | 4% | 0% | -33% | ? | ?
